POLB inh: blocks human DNA polymerase beta activity | 340,000 compounds, 1.3% hits | Pol beta primer extension/strand displacement, fluorescence kinetic | Potency, µM (series often up to 114 µM), for inactives: at the top dose activity change, negative = inhibition, actives largely listed as inhibitors; note: % is set by controls: 0 for no effect and ±100 for the full control effect
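Pol beta (10 nM) was preincubated with compound for 15 min at room temperature. The reaction was then started with 50 nM substrate and read immediately and after a further 10 min at room temperature.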
G9a inh: G9a (human) methyltransferase inhibition; Q96KQ7; G9a H3K9 monomethylation, AlphaScreen, 2 h; Potency, µM (titrated, usually from 102 µM), without a hit: at the highest dose activity, negative = inhibition, most hits filed as inhibitors; 350,000 compounds, 8.8% hits; AID 504332; note: % is set by controls: 0 for no effect and ±100 for the full control effect; nearly all actives have a fitted effect of over 75% in size
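Readings reflect AlphaScreen signal from monomethyl-H3K9 antibody detection. HMT at 20 nM; substrate b-H3K9 500 nM; cofactor SAM 20 uM; 2 h RT reaction; compounds tested as titrations in qHTS with 15 min preincubation.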
APE1 inh: APE1 (human) endonuclease inhibition. P27695. recombinant APE1, TAMRA/BHQ-2 abasic DNA cleavage fluorescence. Potency, µM (titrated, usually from 65.8 µM), inactives show at the top dose activity change, negative = inhibition, usual class: inhibitors. 350,000 compounds, 0.35% hits. AID 2517;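 note: plate controls were vehicle for no effect and reference inhibitor for full effect; nearly all actives have a fitted effect of over 55% in size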
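0.75 nM APE1 + cpd, 15 min RT; start w/ 50 nM TAMRA/BHQ-2 THF-abasic dsDNA; kinetic fluor 525/598 nm ×3 reads @60 s; Δ(read3−read1); normalized to DMSO and NSC13755 control wells.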
Pol iota inh: blocks human DNA polymerase iota activity; Q9UNA4; Pol iota fluorescent replication assay, 10 min; Potency, µM (doses to about 115 µM), inactives show at the highest dose activity, negative = inhibition, usual class: inhibitors; 390,000 compounds, 1% hits; AID 588590
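Pol iota at 10 nM preincubated 15 min with compounds at room temperature; reaction started with fluorescent substrate, 50 nM final. Fluorescence read kinetically at 0 and 10 min; buffer-only wells as negative control.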
BAZ2B block: blocks human BAZ2B; Potency, µM (series often up to 114 µM), for the others: top-dose activity change, negative = inhibition, hits mostly inhibitors; AlphaScreen BAZ2B-H3K14Ac peptide displacement; 360,000 compounds, 4.4% hits; Q9UIF8; note: % is set by controls: 0 for no effect and ±100 for the full control effect; nearly all actives have a fitted effect of over 60% in size
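Protein-peptide AlphaScreen: BAZ2B 50 nM, b-H3K14Ac 50 nM, 1x PBS pH 7.4 + 0.01% Tween-20. Preincubation 30 min RT; cpd 30 min RT (top 110 uM); beads 20 min RT, light-protected.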
BLM helicase inh: inhibitors of human Bloom syndrome helicase BLM; P54132; recombinant BLM DNA unwinding, fluorescence dequenching; Potency, µM (top dose mostly 56.1 µM), inactives show at the highest dose activity change, negative = inhibition, actives largely listed as inhibitors; 350,000 compounds, 0.2% hits;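 note: plate controls were vehicle for no effect and no enzyme for full effect; nearly all actives have a fitted effect of over 35% in size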
Pol kappa inh: blocks human DNA polymerase kappa activity | Q9UBT6 | purified Pol kappa, fluorescent DNA synthesis assay, 10 min | Potency, µM (titrated, usually from 107 µM), for the others: at the top dose activity, negative = inhibition, hits mostly inhibitors | 400,000 compounds, 0.53% hits; note: % is set by controls: 0 for no effect and ±100 for the full control effect
Target sequence (Q9UBT6 whole entry, looked up): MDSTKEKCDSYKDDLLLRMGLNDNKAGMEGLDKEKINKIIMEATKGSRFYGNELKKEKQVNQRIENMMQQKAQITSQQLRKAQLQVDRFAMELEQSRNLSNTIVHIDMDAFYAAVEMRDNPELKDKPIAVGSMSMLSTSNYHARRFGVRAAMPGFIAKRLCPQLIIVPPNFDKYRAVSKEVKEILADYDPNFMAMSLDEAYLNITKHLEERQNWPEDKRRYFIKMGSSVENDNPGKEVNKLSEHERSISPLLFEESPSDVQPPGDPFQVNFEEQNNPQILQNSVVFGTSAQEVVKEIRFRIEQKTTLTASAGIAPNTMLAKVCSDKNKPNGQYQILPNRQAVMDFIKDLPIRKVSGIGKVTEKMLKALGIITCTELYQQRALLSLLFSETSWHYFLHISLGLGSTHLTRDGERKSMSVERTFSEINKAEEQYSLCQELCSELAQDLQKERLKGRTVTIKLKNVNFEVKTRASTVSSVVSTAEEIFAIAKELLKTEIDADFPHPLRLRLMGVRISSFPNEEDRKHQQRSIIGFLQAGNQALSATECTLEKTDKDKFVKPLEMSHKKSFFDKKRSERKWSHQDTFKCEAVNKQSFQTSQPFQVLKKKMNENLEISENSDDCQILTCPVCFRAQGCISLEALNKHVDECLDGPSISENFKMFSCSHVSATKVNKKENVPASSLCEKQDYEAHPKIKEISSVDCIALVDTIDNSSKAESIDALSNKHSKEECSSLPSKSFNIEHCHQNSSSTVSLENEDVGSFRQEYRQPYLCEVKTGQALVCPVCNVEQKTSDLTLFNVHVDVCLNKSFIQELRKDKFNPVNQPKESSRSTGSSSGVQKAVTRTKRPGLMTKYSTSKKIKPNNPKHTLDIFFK
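Inhibition of 10 nM Pol kappa is measured by a fluorescent read-out at 0 and 10 min following addition of 50 nM substrate (final), with a 15-min room-temperature compound preincubation.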
Apoferritin bind: binds horse apoferritin like a general anesthetic | apoferritin/1-aminoanthracene competitive binding, fluorescence | Potency, µM (doses to about 77.5 µM), for inactives: top-dose activity change, negative = displacement, usual class: inhibitors | 350,000 compounds, 0.074% hits; note: % is set by controls: 0 for no effect and ±100 for the full control effect; nearly all actives have a fitted effect of over 20% in size
Target sequence (P02791 2-175 limits assumed): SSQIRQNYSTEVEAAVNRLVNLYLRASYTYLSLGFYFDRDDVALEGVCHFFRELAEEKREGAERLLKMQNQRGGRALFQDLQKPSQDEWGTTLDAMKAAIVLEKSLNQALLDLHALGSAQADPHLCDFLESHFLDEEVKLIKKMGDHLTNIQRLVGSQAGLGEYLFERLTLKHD
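Horse-spleen apoferritin (10 uM) in 50% saturated 1-aminoanthracene in PBS was incubated 10 min at room temperature with compound. Fluorescence (ex 380, em 535 nm) was normalized to free and bound 1-AMA, with concentration-response fitted by a four-parameter Hill equation.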
Pol eta inh: blocks human DNA polymerase eta activity | 390,000 compounds, 1.2% hits | recombinant Pol eta, fluorescent DNA replication assay | Potency, µM (series often up to 114 µM), for the others: at the highest dose activity change, negative = inhibition, most hits filed as inhibitors | AID 588591; note: % is set by controls: 0 for no effect and ±100 for the full control effect
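Fluorescent replication assay: 50 nM final substrate added after a 15 min room-temperature compound preincubation with 10 nM enzyme. Signal taken at 0 min and again at 10 min.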
Active calls of the source: *; ? = inconclusive; . = no result given; & = joins results of further samples; [ ] = dose if it differs, or a comment. Calls come from the whole dose curve; as a rule, active = well fitted curve in the direction sought with a large enough effect; inconclusive = small, poorly fitted or top-dose-only effect, or another doubt; inactive = no such curve, though single readings can be large; an effect the other way counts as inactive or inconclusive. Potency is the fitted concentration of half-maximal effect. Some of the compounds tested. The share of hits here may be higher or lower than overall.

entry	SMILES	POLB inh	G9a inh	APE1 inh	Pol iota inh	BAZ2B block	BLM helicase inh	Pol kappa inh	Apoferritin bind	Pol eta inh
1	CCC(C)(C)C1CCc2c(sc(NC(=O)C3c4ccccc4Oc4ccccc43)c2C(N)=O)C1 (stereo unspecified)	1%	26%[59 µM]	.	-2%	9%	-9%	-22%	2%	-6%
2	CCc1ccc(C(=O)NCc2cnn(C)c2)s1	28%	-4%	-2%	-4%	-7%	-3%	9%	-4%	-19%
3	Cc1ccc(S(=O)(=O)N2CCOCC2)cc1C(=O)N1CCOCC1	2%	-5%	1%	4%	11%	0%	-6%	2%	1%
4	CCOC(=O)C1CCCN(C2=NC(=O)/C(=C/c3ccc(OC)cc3OC)S2)C1 (stereo unspecified)	15%	25µM*	4%	14%	-27%	-5%	-9%	-14%	-21%
5	CC(=O)C1=C(C)NC(=O)NC1c1cccc([N+](=O)[O-])c1O (stereo unspecified)	24%	-6%	-1%	24%	-3%	-10%	-4%	-4%	2%
6	Cc1ccccc1C(=O)Nc1nnc(-c2cccnc2)o1	47%	-33%	-8%	126%[activator]	.	-1%	0%	-2%	?
7	CN(C)c1ccc(/C=N/NC(=O)C(=O)/C=C2\NC3(CCCC3)Cc3ccccc32)cc1	3%	?	9%	?	?	-3%	0%	-2%	-12%
8	CSc1nc(N)nc2c1ncn2CC(=O)NCc1ccccc1	.	.	-24%	18%	.	.	-7%	.	-10%
9	O=C(Nc1nnc(-c2ccc(Cl)cc2)o1)Nc1ccccc1F	0%	5%[12.7 µM]	?	53%[activator]	-1%	2%	8%	-7%	-20%
10	CCOc1ccccc1C(=O)NC1CC2CCCC(C1)N2Cc1ccc(C)cc1 (stereo unspecified)	20%	9%	43%	85%[activator]	-27%	1%	-10%	23%	-10%
11	O=C(Nc1cccnc1N1CCOCC1)c1cc2ccccc2oc1=O	-14%	-12%	6%	14%	11%	-4%	-5%	-9%	8%
12	Cc1cc(=O)n(Cc2ccc(F)cc2Cl)c2c1c(C)nn2C	5%	14%[59 µM]	.	24%	0%	-1%	21%	1%	-16%
13	CC(/C=N/n1c(-c2cccnc2)n[nH]c1=S)=C\c1ccco1	2%	1.3µM*	-6%	?	-35%	-12%	?	-8%	-10%
14	CCOc1cc(C(=O)Nc2ccc3c(c2)OCO3)ccc1OCCOc1ccccc1Cl	18%	7%[59 µM]	3%	12%	-12%	2%	-6%	-9%	-14%
15	CC(C)NC(=S)N=Nc1c(O)[nH]c2ccc(C(C)C)cc12	-1%[57.1 µM]	5%	-10%	24%	-5%	4%	-7%	-10%	-22%
16	C/C(=N\OC(=O)NC(C)C)c1sc(-c2ccccc2)nc1C	25%	31%[12.7 µM]	14%	19%	-2%	3%	-5%	-17%	-24%
17	COc1cccc(/C=N/NC(=S)NCCc2ccccc2)c1	29%	2%	-6%	21%	-8%	-10%	-6%	-14%	-13%
18	NC(=S)N/N=C/c1ccc(-c2cc(Cl)c(Cl)cc2Cl)o1	1%	0%	2%	34%[activator]	-18%	-8%	-3%	6%	-17%
19	COc1ccc(-c2cc(CCC(=O)N3CCN(c4cc(C)ccc4C)CC3)on2)cc1	.	.	-8%	-13%	.	.	-7%	.	-16%
20	COc1cccc(-c2cc(C(=O)NCc3ccc(Cl)cc3)no2)c1	-2%	20%[12.7 µM]	0%	12%	0%	0%	-10%	-9%	-10%
21	Cn1c(=O)[nH]c(=O)c2c1nc(Br)n2Cc1cccc(Br)c1	-3%	11%	-1%	50%[activator]	-6%	-5%	-2%	-7%	-11%
22	CCN1CCN(c2ccc(S(=O)(=O)N3CCCCC3)cc2NC(=O)c2cccc(OC(F)F)c2)CC1	.	13µM*	39%	-9%	2%	.	-16%	.	-17%
23	CC(=O)Nc1nonc1-c1nnc(SCC(=O)Nc2c(C)cccc2C)n1-c1ccccc1	7%	5%[59 µM]	.	21%	1%	-1%	-21%	5%	-16%
24	N/C(CC(=O)NCCOc1ccccc1)=N\O	-1%	-45%[2.33 µM]	-3%	7%	3%	-5%	-3%	13%	-5%
25	Cc1cc(=O)n2nc(N3CCCC(C(=O)Nc4ccc(C)c(C)c4)C3)sc2n1 (stereo unspecified)	5%	29%	2%	52%[activator]	4%	2%	-1%	?	-20%
26	CCOc1ccccc1C(=O)N/N=C/c1coc2ccc(Cl)cc2c1=O	-14%	19%	2%	-5%	-23%	0%	-1%	?	-17%
27	Cc1nn(S(=O)(=O)c2ccc(C(C)(C)C)cc2)c(C)c1S(=O)(=O)N1CCOCC1	3%	?	60%	4%	-25%	2%	2%	5%	-14%
28	CCc1ccc2nc(N(CCCN(C)C)C(=O)c3ccc4c(c3)OCCO4)sc2c1	-16%	90%[activator]	13%	0%	5%	-5%	5%	-18%	-16%
29	O=C(NNc1ccc(O)cc1)c1ccc(Br)cc1	5%	1.6µM*	-6%	?	?	-9%	-22%	-11%	-7%
30	CCCCNC(=O)c1ccc(/C=C2\Oc3ccccc3N(C)C2=O)cc1	-8%	-15%[59 µM]	-2%	26%	-6%	-3%	2%	6%	8%

Reprinted at random: five records from the list
entry	SMILES	POLB inh	G9a inh	APE1 inh	Pol iota inh	BAZ2B block	BLM helicase inh	Pol kappa inh	Apoferritin bind	Pol eta inh
23	CC(=O)Nc1nonc1-c1nnc(SCC(=O)Nc2c(C)cccc2C)n1-c1ccccc1	7%	5%[59 µM]	.	21%	1%	-1%	-21%	5%	-16%
28	CCc1ccc2nc(N(CCCN(C)C)C(=O)c3ccc4c(c3)OCCO4)sc2c1	-16%	90%[activator]	13%	0%	5%	-5%	5%	-18%	-16%
21	Cn1c(=O)[nH]c(=O)c2c1nc(Br)n2Cc1cccc(Br)c1	-3%	11%	-1%	50%[activator]	-6%	-5%	-2%	-7%	-11%
30	CCCCNC(=O)c1ccc(/C=C2\Oc3ccccc3N(C)C2=O)cc1	-8%	-15%[59 µM]	-2%	26%	-6%	-3%	2%	6%	8%
25	Cc1cc(=O)n2nc(N3CCCC(C(=O)Nc4ccc(C)c(C)c4)C3)sc2n1 (stereo unspecified)	5%	29%	2%	52%[activator]	4%	2%	-1%	?	-20%

Additional entries follow.
entry	SMILES	POLB inh	G9a inh	APE1 inh	Pol iota inh	BAZ2B block	BLM helicase inh	Pol kappa inh	Apoferritin bind	Pol eta inh
31	CC(OC(=O)CCCN=C1NS(=O)(=O)c2ccccc21)C(=O)c1ccccc1 (stereo unspecified)	.	-36%[2.33 µM]	3%	23%	5%	.	-2%	.	-20%
32	O=c1[nH]c2ccsc2c(=O)n1CCO	0%	22%	1%	30%	-1%	-2%	-2%	6%	41%[activator]
33	COc1ccc(S(N)(=O)=O)cc1C(=O)N(C)CC(=O)Nc1ccc(N2CCOCC2)cc1	11%	.	16%	25%	0%	-1%	-8%	-6%	-9%
34	CC1CN(C(=O)c2cc(S(=O)(=O)N(C)c3ccc(F)cc3)ccc2Cl)CC(C)O1 (stereo unspecified)	12%	.	8%	76%[activator]	1%	-2%	6%	-10%	-9%
35	CCOC(=O)c1ccc(-n2c(C)ccc2C)cc1	17%	-12%[59 µM]	11%	-1%	-4%	-1%	-14%	0%	-6%
36	O=C(CN1C(=O)NC2(CCc3ccccc32)C1=O)Nc1ccccc1Cl (stereo unspecified)	.	.	15%	22%	.	.	10%	.	-13%
37	O=C(CCCSc1nc(-c2ccco2)cc(C(F)(F)F)n1)NCC1CCCO1 (stereo unspecified)	20%	?	-12%	1%	9%	2%	-17%	-6%	1%
38	Cc1ccc(S(=O)(=O)NCCC(=O)N2CCCCCCC2)cc1C	.	-32%	18%	23%	-4%	.	-4%	.	-22%
39	COc1ccc(-c2c(-c3cc(OC)c(OC)c(OC)c3)noc2C)cn1	2%	.	7%	-18%&12%	11%[57.1 µM]	-1%	-9%&-5%	-9%	-14%
40	CCOc1cc(/C=C2\N=C(C)OC2=O)cc(Br)c1OCC(=O)OC	6%	-4%[12.7 µM]	5%	23%	18%	1%	-6%	-9%	-4%
41	O=C(Cc1ccc(Br)cc1)NNC(=O)c1cccs1	.	.	5%	23%	.	.	-1%	.	-3%
42	CC(C)=CCN1CCN(Cc2nc(C(C)C)cs2)CC1CCO (stereo unspecified)	17%	.	-2%	36%[activator]	4%	5%	7%	-4%	-16%
43	COc1ccc(NC(=O)Cn2c(=O)n(-c3ccc(C)cc3)c(=O)c3c2cnn3C)cc1	19%	29%[59 µM]	.	30%	36%[activator]	-2%	6%	?	-10%
44	Cc1cc(C)nc(-n2nc(C)c(Oc3ccccc3O)c2C)n1	13%	?	-4%	-9%	-6%	-4%	-18%	-10%	?
45	O=C(NCC1CCCO1)c1cccc(S(=O)(=O)N2CCCCC2)c1 (stereo unspecified)	.	-41%	1%	28%	11%	.	-8%	.	-9%
46	CCC(C)(C)c1ccc(Oc2cccc(C(=O)O)c2)cc1	?	7%	0%	17%	1%	-3%	-3%	-21%	-20%
47	NC(=O)[C@@H]1CC2(CC(c3cccc(NC(=O)[C@H]4CCC(=O)N4)c3)=NO2)CN1C(=O)COc1ccc(Cl)cc1 (stereo partly specified)	10%	?	18%	-13%	79µM*	0%	1%	37%[activator]	3%
48	CC1CCCCN1C(=O)Cn1cnc2cc([N+](=O)[O-])ccc2c1=O (stereo unspecified)	45%[activator]	-6%	7%	77%[activator]	?	-3%	-4%	-6%	-3%
49	CCN(CC)CCNC(=O)c1ccc(N2CCCCC2)c(NS(=O)(=O)c2ccc(C)cc2)c1	-3%	?	-3%	-1%	-9%	-6%	-18%	-2%	5%
50	CCc1cccc(CC)c1NC(=S)/C(=C(\[O-])c1ccc(Cl)s1)[n+]1ccccc1	84%	45µM*	-3%	16%	?	-3%	3%	-20%	-10%
51	c1ccc(-c2nnc(CN3CCCCC3)o2)cc1	-1%	3%	42%	2%	-8%	-5%	-4%	22%	-17%
52	CCOc1ccc(OCC)c(NC(=O)CCS(=O)(=O)c2ccc(Br)s2)c1	23%	6%[12.7 µM]	-2%	8%	0%	1%	-25%	?	13%
53	CCOc1ccc(OCC(=O)OCC(=O)NNC(=O)c2ccc([N+](=O)[O-])cc2)cc1	.	?	1%	19%	14%	.	2%	.	-14%

Bioassay records deposited in PubChem BioAssay by National Center for Advancing Translational Sciences (NCATS).
